# Screening results deposited in PubChem BioAssay by Broad Institute.
# C diff HTS: inhibitors of Clostridium difficile growth | growth activity, negative = inhibition, % at 16 µg/mL (by protocol) | Clostridium difficile clinical isolate growth, OD600, 24 h; stronger effect = lower value | AID 1259249 | hit rate 0.25% among 86,000;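 active = mean growth activity at or below -80% and every replicate also at or below -80%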;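 note: 0% = DMSO wells and -100% = levofloxacin 16 µg/mL wells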
# Tcruzi prolif: T. cruzi proliferation inhibition | T. cruzi beta-gal in NIH3T3, GalScreen luminescence, 90 h | inhibition, % at 8.34 µM | hit rate 5.9% among 77,000;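 active = mean inhibition above about 93%, with at least 55% of replicates each passing it, limit read from the data, passing the limit was not always enough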
# Pf Dd2 growth: inhibitors of Plasmodium falciparum Dd2 growth; P. falciparum Dd2 growth, SYBR Green, 72 h; stronger effect = lower value; activity change, % at 10 µM; hit rate 2.3% among 94,000; in the data active = activity change below about -80%
# GASC1 inh: inhibitors of human demethylase GASC-1 KDM4C. AID 720574. inhibition, % at 12.5 µM. Q9H3R0. GST-KDM4C 2-372, H3K9me3 peptide, LANCE TR-FRET. hit rate 0.15% among 96,000;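 active = mean replicate inhibition above about 25%, with at least 55% of replicates also reaching it, limit read from the data, passing the limit was not always enough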
# Target sequence (Q9H3R0 2-372 limits assumed): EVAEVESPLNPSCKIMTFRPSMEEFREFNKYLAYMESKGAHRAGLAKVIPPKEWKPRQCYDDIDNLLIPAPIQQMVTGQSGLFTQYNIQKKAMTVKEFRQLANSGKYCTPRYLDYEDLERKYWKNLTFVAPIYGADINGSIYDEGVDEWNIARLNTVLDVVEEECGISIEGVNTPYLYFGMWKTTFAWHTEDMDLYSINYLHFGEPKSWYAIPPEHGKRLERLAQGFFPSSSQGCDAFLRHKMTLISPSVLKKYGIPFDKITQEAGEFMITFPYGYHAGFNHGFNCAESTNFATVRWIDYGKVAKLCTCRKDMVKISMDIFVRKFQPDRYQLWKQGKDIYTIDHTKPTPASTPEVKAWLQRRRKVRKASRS
#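 Material: GST-tagged GASC-1 (JMJD2C) catalytic fragment, aa 2-372 / Quantity: enzyme final amount 10 nM / Medium: HEPES buffer, pH 7.5, plus ascorbate / Doses: one test concentration per compound / Incubation: 30 min reaction, 60 min detection, RT / Measured by: LANCE TR-FRET / Read-out: inhibition from TR-FRET ratio decrease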
# * = called active by the depositor; / = not tested or not shown; & = joins results of further samples.
# Sequence of screens: Tcruzi prolif, GASC1 inh, Pf Dd2 growth, C diff HTS
C[C@@H]1CCCCO[C@@H](CN(C)C(=O)CCCN(C)C)[C@@H](C)CN([C@@H](C)CO)C(=O)c2cc(NC(=O)C3CCCCC3)ccc2O1
 : -34, 1.7, 0, 2
Cc1ccc(-c2cnc3c(c2)C(=O)N([C@H](C)CO)C[C@H](C)[C@@H](CN(C)C(=O)Cc2ccncc2)O3)cc1
 : 86, 0.3, -65, -6
C[C@H](CO)N1C[C@H](C)[C@@H](CN(C)S(=O)(=O)c2cn(C)cn2)Oc2ccc(NC(=O)CCC(F)(F)F)cc2CC1=O
 : -11, 26*, 42, -7
CO[C@H]1CN(C)C(=O)c2ccc(NS(=O)(=O)c3ccccc3)cc2OC[C@@H](C)N(Cc2nccs2)C[C@H]1C
 : 5, -0.2, -23, -5
O=C(Nc1ccccc1F)N[C@H]1CC[C@@H](CCNC(=O)C2CCOCC2)O[C@H]1CO
 : -16, 4.5, 20, 0
COc1ccc(S(=O)(=O)N(C)C[C@H]2Oc3ccc(N(C)C)cc3C(=O)N([C@H](C)CO)C[C@@H]2C)cc1
 : 92, /, -13, -2
C/C=C/c1ccc2c(c1)[C@@H]1[C@@H](CCN1S(=O)(=O)c1cccc(F)c1)[C@H](CO)N2
 : /, 2.5, -63, 3
CCC(=O)Nc1ccc2c(c1)C(=O)N(C)C[C@H](OC)[C@@H](C)CN(C(=O)CN1CCOCC1)[C@@H](C)CO2
 : 10, -1.6, /, /
C[C@@H](O)C#Cc1ccc2c(c1)O[C@@H](CN(C)C(=O)CN(C)C)[C@@H](C)CN([C@@H](C)CO)S2(=O)=O
 : 33, 0.2, 9, -15
CCC(=O)N1CCCCN2[C@@H](CO)[C@@H](c3ccc(/C=C/c4ccccc4)cc3)[C@@H]2C1
 : 118*, -2.8, -23, 28
CC(C)C#Cc1cnc2c(c1)C(=O)N([C@@H](C)CO)C[C@@H](C)[C@@H](CN(C)C(=O)c1ccccn1)O2
 : /, 2.7, 39, 1
COc1ccc(CN(C)C[C@H]2OCCCC[C@@H](C)Oc3ccc(NC(=O)Cc4ccccc4)cc3C(=O)N([C@H](C)CO)C[C@H]2C)cc1
 : 10, -0.8, -66, -2
C[C@@H]1CN([C@@H](C)CO)C(=O)c2cc(NS(=O)(=O)c3cccs3)ccc2O[C@@H](C)CCCCO[C@@H]1CN(C)C(=O)Nc1ccc(F)cc1
 : /, -2.0, -67, -7
O=C(Nc1ccc(F)cc1)N1C[C@@H]2[C@H](c3ccccc31)[C@H](CO)N2C(=O)c1ccccc1
 : 51, 14, 4, 2
O=C(c1ccccn1)N1CC(=O)N2[C@H](CO)[C@H](c3ccc(C#CCc4ccccc4)cc3)[C@H]2C1
 : /, 0.2, -47, -2
Cc1noc(C)c1NC(=O)Nc1cccc2c1O[C@H](CN(C)C(=O)Nc1ccccc1)[C@H](C)CN([C@H](C)CO)C2=O
 : -5, -0.1, 3, -8
CCC(=O)Nc1ccc2c(c1)C(=O)N(C)[C@H]1CC[C@H](CC(=O)NCCCN(C)C)O[C@@H]1CO2
 : -9, -3.1, 15, -10
CCCC(=O)Nc1ccc2c(c1)OC[C@H](C)N(Cc1ccccc1F)C[C@@H](C)[C@H](OC)CN(C)C2=O
 : 65, -1.3, -30, /
CCCN1[C@H](C(=O)NCC)[C@@H](CO)[C@@H]2Cn3c(ccc(-c4ccc(OC)cc4)c3=O)[C@@H]21
 : 6, 15, 10, 2
COc1ccc(NC(=O)N(C)C[C@H]2OCCCC[C@@H](C)Oc3ccc(NC(=O)Nc4ccc(F)cc4)cc3C(=O)N([C@@H](C)CO)C[C@H]2C)cc1
 : 48, -1.5, -76, -5
CO[C@@H](CN(C)C(=O)c1cnccn1)[C@@H](C)CN([C@@H](C)CO)S(=O)(=O)c1ccc(F)cc1
 : 21, -0.6, 13, /
COc1ccc(S(=O)(=O)Nc2ccc3c(c2)CC(=O)N([C@H](C)CO)C[C@H](C)[C@@H](CN(C)S(=O)(=O)c2ccc(OC)cc2)O3)cc1
 : 9, 6.9, -49, 8
COCC(=O)N(C)C[C@@H]1Oc2cc(C#CCN(C)C)ccc2S(=O)(=O)N([C@H](C)CO)C[C@H]1C
 : 25, 1.1, 4, -3
O=C(Nc1ccc2c(c1)[C@H]1C[C@H](CC(=O)N3CCCCC3)O[C@H](CO)[C@H]1O2)C1CCC1
 : 53, -0.8, 2, /
C[C@@H]1CN([C@H](C)CO)C(=O)Cc2cc(NC(=O)Cc3cn(C)c4ccccc34)ccc2O[C@H]1CN(C)S(=O)(=O)c1cccs1
 : 15, -1.8, 6, -15
CCCNC(=O)N[C@@H]1C=C[C@@H](CC(=O)NC2CCC2)O[C@@H]1CO
 : /, 0.4, 11, -1
CC(C)NC(=O)N(C)C[C@@H]1OCCCC[C@@H](C)Oc2ccc(NC(=O)Nc3cccc4ccccc34)cc2C(=O)N([C@@H](C)CO)C[C@@H]1C
 : 13, 0.3, /, 4
COc1ccc(S(=O)(=O)N2C[C@@H](O)COC[C@H]3O[C@@H](CC(=O)NCCCN4CCOCC4)CC[C@@H]32)cc1
 : 12, 1.5, 9, /
COCC(=O)N(C)C[C@@H]1Oc2ncc(C#Cc3cccnc3)cc2C(=O)N([C@@H](C)CO)C[C@H]1C
 : 58, 37*, 15, 2
C[C@@H]1CCCCO[C@@H](CN(C)C(=O)c2ccncc2)[C@H](C)CN([C@H](C)CO)C(=O)c2cc(NS(=O)(=O)c3ccc(F)cc3)ccc2O1
 : 14, 0.8, -12, /

# An excerpt from above in order of SMILES length, rising:
# Sequence of screens: Tcruzi prolif, GASC1 inh, Pf Dd2 growth, C diff HTS
CCCNC(=O)N[C@@H]1C=C[C@@H](CC(=O)NC2CCC2)O[C@@H]1CO
 : /, 0.4, 11, -1
O=C(Nc1ccc2c(c1)[C@H]1C[C@H](CC(=O)N3CCCCC3)O[C@H](CO)[C@H]1O2)C1CCC1
 : 53, -0.8, 2, /
COc1ccc(S(=O)(=O)N2C[C@@H](O)COC[C@H]3O[C@@H](CC(=O)NCCCN4CCOCC4)CC[C@@H]32)cc1
 : 12, 1.5, 9, /

# Next part.
# Sequence of screens: Tcruzi prolif, GASC1 inh, Pf Dd2 growth, C diff HTS
O=C(c1ccncc1)N1C[C@@H]2N[C@H](C1)C2c1ccc(/C=C/c2ccccc2)cc1 (some centres undefined)
 : /, -2.1&2.2, 2&-45, -1&7
O=C(C[C@@H]1CC[C@H](NC(=O)c2ccc3c(c2)OCO3)[C@H](CO)O1)NC1Cc2ccccc2C1
 : -1, 1.3, 19, /
C[C@H](CO)N1C[C@H](C)[C@H](CN(C)C(=O)Nc2ccc(F)cc2)Oc2ncc(-c3ccc(C#N)cc3)cc2C1=O
 : -67, -1.7, 28, -1
C[C@H]1CN([C@@H](C)CO)C(=O)c2cc(NS(=O)(=O)c3ccccc3)ccc2O[C@@H]1CN(C)C(=O)Nc1ccc(F)cc1
 : -20, -1.0, 19, 0
COc1ccc(CN(C)C[C@H]2OCCCC[C@H](C)Oc3ccc(NC(=O)C4CCCCC4)cc3C(=O)N([C@@H](C)CO)C[C@H]2C)cc1
 : 102*, 2.1, -48, 2
O=C(Nc1ccc2c(c1)[C@@H]1C[C@@H](CC(=O)N3CCCCC3)O[C@@H](CO)[C@@H]1O2)C1CCC1
 : 46, 0.6, 5, /
CO[C@@H]1CN(C)C(=O)c2cc(NS(=O)(=O)c3ccccc3)ccc2OC[C@H](C)N(Cc2cccnc2)C[C@H]1C
 : 48, -0.1, -1, /
COc1ccc(CN2C[C@H](C)[C@@H](OC)CN(C)C(=O)c3cc(NC(=O)c4nc5ccccc5s4)ccc3OC[C@@H]2C)cc1
 : /, -0.3, -85*, /
CCC(=O)Nc1ccc2c(c1)C(=O)N(C)[C@@H]1CC[C@H](CC(=O)N3CCc4ccccc4C3)O[C@H]1CO2
 : -21, -0.1, 3, 0
C[C@H](CO)N1C[C@H](C)[C@H](CN(C)Cc2ccc(C(=O)O)cc2)Oc2c(NC(=O)Nc3ccc(C(F)(F)F)cc3)cccc2C1=O
 : -27, 2.2, -1, 3
Cc1noc(C)c1S(=O)(=O)Nc1ccc2c(c1)C(=O)N([C@@H](C)CO)C[C@H](C)[C@H](CN(C)S(C)(=O)=O)OCCCC[C@@H](C)O2
 : 49, 0.3, -2, 3
O=C(C[C@@H]1C[C@@H]2c3cc(NC(=O)c4ccc5c(c4)OCO5)ccc3O[C@@H]2[C@H](CO)O1)NCCN1CCCCC1
 : -37, -0.8, 17, -7
COCC(=O)Nc1ccc2c(c1)C(=O)N(C)C[C@@H](OC)[C@@H](C)CN(CCc1ccccc1)[C@H](C)CO2
 : 3, -2.0, -56, 9
Cc1cccc(S(=O)(=O)N[C@H]2CC[C@H](CCNS(=O)(=O)c3ccccc3F)O[C@@H]2CO)c1
 : 17, 0.8, 0, /
C[C@H]1CN([C@@H](C)CO)C(=O)Cc2cc(NC(=O)CCN3CCOCC3)ccc2O[C@H]1CN(C)C
 : /, 0.5, -11, -3
C[C@H](CO)N1C[C@H](C)[C@@H](CN(C)C(=O)c2cccc(F)c2)Oc2ncc(C#CCN(C)C)cc2C1=O
 : 22, 1.8, 9, -4
C[C@H]1CN([C@@H](C)CO)C(=O)c2cc(-c3ccccc3F)cnc2O[C@@H]1CN(C)C(=O)C1CCCCC1
 : 30, -1.4, -53, -2
CCCC(=O)Nc1ccc2c(c1)C(=O)N(C)C[C@H](OC)[C@@H](C)CN(CCC(F)(F)F)[C@@H](C)CO2
 : 0, -1.1, -3, 0
Cc1ccc(S(=O)(=O)N[C@H]2CC[C@@H](CC(=O)NCCCN(C)C)O[C@@H]2CO)cc1
 : -1, 1.8, -5, 2
COc1ccc(NC(=O)N[C@@H]2CC[C@@H](CCn3cc(-c4ccc(F)cc4)nn3)O[C@H]2CO)cc1
 : /, 1.5, -14, 2
C[C@@H]1CN([C@@H](C)CO)C(=O)c2cc(NC(=O)Cc3ccccc3)ccc2O[C@@H](C)CCCCO[C@@H]1CN(C)C(=O)CCC(F)(F)F
 : -9, -1.3, /, 26
C[C@@H]1CN([C@@H](C)CO)C(=O)c2cccc(NC(=O)Nc3ccc4c(c3)OCO4)c2O[C@H]1CN(C)C(=O)Nc1cccc2ccccc12
 : 47, 0.0, -23, -8
C[C@@H]1CN([C@@H](C)CO)C(=O)Cc2cc(N(C)C)ccc2O[C@H]1CN(C)C(=O)Nc1ccccc1
 : 2, 1.9, 17, 0
COc1ccc(NC(=O)N(C)C[C@@H]2OCCCC[C@@H](C)Oc3ccc(NC(=O)CCCCCC(=O)Nc4ccccc4N)cc3C(=O)N([C@H](C)CO)C[C@@H]2C)cc1
 : 37, 1.1, 9, -3
COc1ccc2c3c([nH]c2c1)[C@H](CO)N(CC1CC1)CC31CN(S(=O)(=O)c2cccc(F)c2)C1
 : /, -0.8, -70, -1
COCC#Cc1cnc2c(c1)C(=O)N([C@H](C)CO)C[C@@H](C)[C@H](CN(C)C(=O)c1ccc3c(c1)OCO3)O2
 : 25, 0.0, -22, 1
O=C(C1CC1)N1C[C@@H]2[C@H](c3ccccc31)[C@@H](CO)N2C(=O)Nc1cccc(F)c1
 : 8, 6.3, -15, -4
C[C@H](CO)N1C[C@H](C)[C@H](CN(C)CC2CCCCC2)Oc2c(NS(C)(=O)=O)cccc2C1=O
 : 26, 1.6, -13, 6
Cc1noc(C)c1NC(=O)N(C)C[C@H]1Oc2ncc(C#CCC(C)C)cc2C(=O)N([C@H](C)CO)C[C@H]1C
 : 49, -2.2, -11, 1
COc1ccc(S(=O)(=O)N(C)C[C@H]2OCCCC[C@H](C)Oc3ccc(NS(=O)(=O)c4ccc(Cl)cc4)cc3C(=O)N([C@@H](C)CO)C[C@@H]2C)cc1
 : /, -0.9, -52, -4
C[C@H]1CN([C@@H](C)CO)C(=O)c2cc(NC(=O)Nc3ccc4c(c3)OCO4)ccc2O[C@@H]1CN(C)Cc1ccncc1
 : 60, 1.0, 1, 2
C[C@H](CO)N1C[C@H](C)[C@@H](CN(C)CC2CCCCC2)OCCCC[C@H](C)Oc2ccc(NC(=O)Nc3ccccc3)cc2C1=O
 : 93, -0.1, -60, 2
O=C(C[C@@H]1CC[C@H](NC(=O)C2CC2)[C@@H](CO)O1)NCc1ccncc1
 : -55, 0.0, -34, 0
CCC(=O)N1CC[C@@H]2[C@H]1c1cc(-c3ccc(C#N)cc3)ccc1N(C)[C@H]2CO
 : 81, -1.1, 18, 1
C[C@H](CO)N1C[C@H](C)[C@H](CN(C)C)Oc2cc(C#Cc3ccncc3)ccc2S1(=O)=O
 : -24, 0.0, -24, 9
C[C@H](CO)N1C[C@H](C)[C@H](CN(C)C)Oc2ccc(NC(=O)Cc3ccccc3)cc2C1=O
 : -38, 0.4, 7, 0
CNC[C@H]1OCCCC[C@@H](C)Oc2ccc(NS(=O)(=O)c3ccc(F)cc3)cc2C(=O)N([C@@H](C)CO)C[C@H]1C
 : 17, -1.7, -16, -7

# Structural class: the compounds so far containing a cyano group.
# Sequence of screens: Tcruzi prolif, GASC1 inh, Pf Dd2 growth, C diff HTS
C[C@H](CO)N1C[C@H](C)[C@H](CN(C)C(=O)Nc2ccc(F)cc2)Oc2ncc(-c3ccc(C#N)cc3)cc2C1=O
 : -67, -1.7, 28, -1
CCC(=O)N1CC[C@@H]2[C@H]1c1cc(-c3ccc(C#N)cc3)ccc1N(C)[C@H]2CO
 : 81, -1.1, 18, 1
